Screening data deposited in PubChem BioAssay by several laboratories.
GPR35 arrestin U2OS – GPR35 antagonists blocking zaprinast-driven arrestin recruitment, primary screen, imaging, U2OS, beta-arrestin-GFP, zaprinast agonist (AID 2058); U2OS GPR35 beta-arrestin-GFP translocation imaging, zaprinast antagonism; higher % means a stronger effect; inhibition, % at 10 µM, or IC50 in µM where a hit was titrated; 0.052% of 290,000 active;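 active = inhibition of at least 50% with at least 30 cells and total cytoplasm GFP at most 10,000,000; inconclusive = under 30 cells or total GFP of 10,000,000 plus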
Hep lipid drop – hepatic lipid droplet formation modulation | AML12 mouse hepatocytes, oleate lipid droplets, BODIPY imaging | inhibition, % at 6.5 µM | 0.4% of 240,000 active;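 active = lipid droplet intensity inhibited by at least 50%, with more than 500 cells counted; inconclusive = wells with under 300 cells, treated as cytotoxic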
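Assay system: AML12 mouse liver cells | Compound dosing: One dose, 6.5 µM compound | Read-out basis: Droplet intensity reduction, % inhibition | Measured by: Fluorescence imaging, 20x objective, two fields per well | Schedule: Overnight treatment with compound plus oleate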
LYP inhibition – PTPN22 lymphoid phosphatase activity blockers – biochemical, fluorescence intensity, uHTS (AID 1779); recombinant LYP phosphatase, fluorescence intensity; higher % means a stronger effect; inhibition, % at 11.5 µM, or IC50 in µM where a hit was titrated; 0.054% of 290,000 active; in the data active = inhibition above about 50%;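 note: plate controls were vehicle with enzyme for no effect and no enzyme for full effect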
GPR55 activation – selective activators of receptor GPR55 – imaging, U2OS cells, beta-arrestin-GFP redistribution, primary screen (AID 1961); 0.048% of 290,000 active; U2OS GPR55 beta-arrestin-GFP redistribution imaging; higher % means a stronger effect; one-dose activation, % at 10 µM; EC50 in µM for titrated hits;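 active = activation above 40% with more than 50 cells counted in the well; inconclusive = wells holding fewer than 50 cells, flagged as toxic or sparse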;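 note: U2OS osteosarcoma cells stably expressing GPR55 and beta-arrestin-GFP; plate controls were DMSO negative control for no effect and LPI positive control for full effect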
GPR55 antagonists – GPR55 antagonists blocking LPI-driven arrestin recruitment, primary screen, imaging, U2OS, beta-arrestin-GFP, LPI agonist (AID 2013). U2OS GPR55 beta-arrestin-GFP translocation imaging, LPI antagonism; higher % means a stronger effect. 0.13% of 290,000 active. inhibition, % at 10 µM, or IC50 in µM where a hit was titrated;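 active = spots per cell inhibited over 60%, with over 100 cells counted and total cytoplasm intensity under 500,000; inconclusive = wells with under 100 cells, flagged as likely toxic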;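 note: U2OS cells stably carrying GPR55 and arrestin-GFP stimulated by 5 µM LPI near EC80; imaged beta-arrestin-GFP aggregate spots per cell after agonist stimulation; plate controls were LPI-stimulated DMSO wells for no effect and DMSO wells without LPI for full effect; some results filed as inactive read as strong as hits; confirmed hits need IC50 under 10 µM and bright autofluorescent wells are also inconclusive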
SV40 large T antigen – TAg ATPase/helicase activity blockers – biochemical (AID 1903); one-dose inhibition, % at 20 µM; IC50 in µM for titrated hits; SV40 large T antigen ATPase/helicase inhibition assay; higher % means a stronger effect; 0.39% of 310,000 active; in the data active = a potency from the dose series; inconclusive = inhibition mostly from about 32% at the one dose, without a potency; inactive = the rest, 99 in 100 with inhibition below about 32%; note: strong numbers were not always called active
T cell HTS – T cell immune modulation candidate; calls only at 7 µM; 0.068% of 330,000 active; 2C CD8+ T cell-vesicle binding, flow cytometry; hits give low values; AID 2052;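 active = response, share of CD8 T cells binding vesicles, and their 90th percentile fluorescence all below set limits, cut at about 80% in these data, passing the limit was not always enough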
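Assay system: 2C TCR transgenic mouse naive CD8+ T cells, MACS-purified | Read-out: CD8+ gate FL2 mean fluorescence as % of same-row positive control | Signal: High-throughput flow cytometry with anti-B7-1 and anti-CD8 staining | Timing: Binding step 1.5 h, 37 °C, antibody labelling 20 min, ice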
NTR1 agonist – NTR1-driven beta-arrestin-GFP spot formation – imaging, U2OS cells, high content, primary screen (AID 493036); 0.17% of 330,000 active; agonist mode; P30989; activation, % at 20 µM;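 active = activation at or above 40% of the spot to cytoplasm intensity ratio, with at least 20 cells analyzed; inconclusive = wells under 20 cells, flagged as cytotoxic or low count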;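 note: 0% = DMSO without peptide and 100% = 100 nM NTR1 peptide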
Target sequence (P30989 whole entry, looked up): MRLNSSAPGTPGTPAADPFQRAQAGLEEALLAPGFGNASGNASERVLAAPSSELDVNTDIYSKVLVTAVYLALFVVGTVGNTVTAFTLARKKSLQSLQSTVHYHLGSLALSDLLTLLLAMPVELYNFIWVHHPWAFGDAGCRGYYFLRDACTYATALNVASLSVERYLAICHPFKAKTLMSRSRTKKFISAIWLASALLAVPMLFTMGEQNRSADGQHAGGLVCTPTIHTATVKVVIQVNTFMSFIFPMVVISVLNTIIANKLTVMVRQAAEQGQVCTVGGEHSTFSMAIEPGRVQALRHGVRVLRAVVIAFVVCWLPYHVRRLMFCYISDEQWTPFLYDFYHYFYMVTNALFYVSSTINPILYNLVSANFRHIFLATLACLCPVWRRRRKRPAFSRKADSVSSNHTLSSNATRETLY
MgcRacGAP inhibition – MgcRacGAP GTPase-activating activity inhibitors, confirmation, biochemical, ADP Hunter fluorescence. MgcRacGAP-stimulated Rac1 GTP hydrolysis, ADP Hunter fluorescence; higher % means a stronger effect; GST-tagged Rac1 F28L mutant substrate. one-dose inhibition, % at 30 µM; IC50 in µM for titrated hits. 0.6% of 340,000 active. AID 624330;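 active = first-screen hits whose inhibition reached a set limit at any dose in the follow-up dose series; inconclusive = inhibition above the set first-screen limit but never retested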;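 note: fluorescence reports GDP produced by GAP-driven GTP hydrolysis; strong numbers were not always called active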
Hep lipid drop cells 6.5 µM – recorded beside Hep lipid drop, whose call it bears; cell count; measured here: cell count, cytotoxicity flag;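 cells counted across two imaged fields per well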
T cell HTS vesicle-bound % – second read-out of T cell HTS, no call of its own (marks repeat the call); double positive events, %; measured here: CD8+ vesicle-bound cell fraction;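 binding gate set so that unloaded-vesicle control wells show 10% double positive cells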
NTR1 agonist cell count 20 µM – further read-out of NTR1 agonist, marked with its call; cell count; measured here: cell count, cytotoxicity flag
* = called active by the depositor; i = inactive; u = inconclusive; x = no result given.

The opening 2 compounds, ahead of the listing:
SMILES	GPR35 arrestin U2OS	Hep lipid drop	Hep lipid drop cells 6.5 µM	LYP inhibition	GPR55 activation	GPR55 antagonists	SV40 large T antigen	T cell HTS	T cell HTS vesicle-bound %	NTR1 agonist	NTR1 agonist cell count 20 µM	MgcRacGAP inhibition
CCOC(=O)CNC(=O)CNC(=O)c1nn(-c2ccc(OC)c(OC)c2)c(=O)c2ccccc12	-7%	-4	803	-4%	0.4%	-1%	7%	i	62	-0.6	88	x
Cc1ccc(C(CNC(=O)Nc2ccc(Cl)cc2)N2CCN(C)CC2)cc1 (centres undefined)	0%	3	757	-12%	0.1%	13%	6%	i	13	1.9	69	13%

The list itself, from the start:
SMILES	GPR35 arrestin U2OS	Hep lipid drop	Hep lipid drop cells 6.5 µM	LYP inhibition	GPR55 activation	GPR55 antagonists	SV40 large T antigen	T cell HTS	T cell HTS vesicle-bound %	NTR1 agonist	NTR1 agonist cell count 20 µM	MgcRacGAP inhibition
CCOC(=O)CNC(=O)CNC(=O)c1nn(-c2ccc(OC)c(OC)c2)c(=O)c2ccccc12	-7%	-4	803	-4%	0.4%	-1%	7%	i	62	-0.6	88	x
Cc1ccc(C(CNC(=O)Nc2ccc(Cl)cc2)N2CCN(C)CC2)cc1 (centres undefined)	0%	3	757	-12%	0.1%	13%	6%	i	13	1.9	69	13%
CCOc1ccc(C(=O)Nc2ccc3c(c2)OCCO3)cc1[N+](=O)[O-]	3%	-2	723	-1%	-0.1%	6%	11%	i	28	0.4	87	x
COc1cc(OC)nc(NC(=O)NS(=O)(=O)c2ccccc2Cl)n1	6%	18	708	-1%	-0.1%	12%	6%	i	55	-0.6	81	11%
COc1ccc(Oc2cc(C)c3cccc(C)c3n2)cc1	-2%	x	x	-5%	-0.1%	6%	9%	i	6	5.6	36	8%
Cn1c(SCC(=O)N2CCCC2)nc2ccccc21	6%	-2	689	-6%	-0.2%	2%	-2%	i	51	1.5	29	1%
O=C(Nc1ccc2c(c1)CCC2)c1cnc(Cl)c(Cl)c1	2%	16	646	-4%	-0.3%	13%	0%	i	32	4.7	48	2%
CNC(=O)c1nnsc1S(=O)c1ccc(Cl)cc1 (centres undefined)	3%	-15	652	0%	0.1%	2.7µM*	u	x	x	5.9	85	u
CCNc1nc(Oc2ccc(C(=O)OC)cc2)nc(N2CCOCC2)n1	-6%	-27	754	-5%	-1.5%	-1%	13%	i	21	1.0	64	7%
CC(=O)c1ccc(OCc2cc(C(=O)N3CCN4CCCC4C3)no2)cc1 (centres undefined)	4%	0	856	0%	-0.1%	10%	5%	i	57	0.1	49	4%
O=C(NCc1ccccc1Cl)C1CCN(c2cnccn2)CC1	-3%	-4	693	1%	-0.4%	19%	-3%	i	31	0.9	36	4%
Cc1ccc(OCC(=O)Nc2ccccc2N2CCOCC2)c(C)c1	-6%	x	x	-3%	-0.1%	-15%	6%	i	35	6.3	47	2%
COc1ccccc1CCNC(=O)CCSc1nc(-c2ccco2)cc(C(F)(F)F)n1	9%	-12	723	9%	-0.3%	-17%	6%	i	19	2.1	35	13%
COCC(=O)N(C)C1(c2nnnn2CCOC(=O)Nc2ccc(Cl)cc2)CCCCC1	9%	3	650	-6%	0.2%	4%	4%	i	50	-0.9	83	7%
O=C(CC1C(=O)NCCN1Cc1ccccc1)NCCCOc1cccnc1 (centres undefined)	3%	-2	822	-4%	-0.1%	16%	4%	i	68	-0.6	63	7%
CN(C)c1oc(COc2ccc(F)cc2)nc1C#N	5%	13	765	-1%	-0.2%	5%	8%	i	45	-1.8	45	1%
COc1ccc(CC(=O)N/N=C(\C)c2ccc(Br)s2)cc1	x	x	x	x	x	x	11%	i	51	0.2	50	10%
Cc1c(=O)n(OCc2cccc(F)c2)c2ccccc2[n+]1[O-]	-5%	x	x	-4%	0.2%	6%	10%	i	35	0.9	85	2%
O=C1CC(c2cccs2)c2cc3c(cc2N1)OCCO3 (centres undefined)	-11%	8	636	-3%	-0.1%	-1%	27%	i	34	1.1	44	9%
COc1ccc(-c2nc(SC)n(S(=O)(=O)c3ccccc3)n2)cc1	9%	x	x	-3%	0.0%	0%	7%	i	39	-0.2	56	5%
Cc1ccccc1N(C(=O)c1csnn1)C(C(=O)NC(C)(C)C)c1cccs1 (centres undefined)	13%	-3	658	-4%	0.0%	15%	-2%	i	32	-0.9	42	1%
COc1cc(/C=N/Nc2ccc(F)cc2F)cc(OC)c1O	-8%	7	586	7%	0.9%	10%	37%	i	10	2.8	40	10%
COc1ccc(CNS(=O)(=O)c2ccc(-c3cnc(C4CC4)o3)cc2)cc1	38%	1	665	-5%	-0.1%	3%	13%	i	37	-0.4	71	10%
O=C(NCc1ccncc1)/C(=C\c1ccc(F)cc1)NC(=O)c1ccccc1	-4%	7	621	-5%	-0.4%	15%	7%	i	36	-0.6	99	10%
Cc1ccc(Nc2nc(N/N=C\c3ccc4c(c3)OCO4)nc(N3CCOCC3)n2)cc1	16%	2	688	9%	0.6%	14%	8%	i	14	0.9	34	4%
CCc1ccccc1NC(=O)c1cc(-c2cccs2)on1	-12%	10	772	-7%	0.0%	6%	8%	i	35	2.7	60	2%
O=C(Cn1nc(C(F)(F)F)c2c1CCC2)NCc1ccc(Cl)cc1	1%	6	740	1%	-0.2%	6%	4%	i	23	1.1	37	13%
CC(=O)c1cc(C)ccc1OC(=O)c1cccnc1	7%	-4	795	-11%	-0.1%	5%	9%	i	9	-1.7	78	13%
CC(C)n1c(C(F)(F)F)nc2cc(C(=O)N3CCC(O)CC3)ccc21	-9%	-18	720	-1%	0.5%	4%	10%	i	27	0.7	52	3%
CCCn1c(C(O)c2ccc(OC)c(OC)c2)nc2ccccc21 (centres undefined)	-10%	-3	799	-11%	-0.3%	11%	5%	i	68	-0.1	57	2%
Cc1nn(C)c(C)c1CN(C(=O)C1CCC(=O)N(C2CCCCCC2)C1)C(C)C (centres undefined)	4%	-14	646	-8%	-0.2%	-6%	8%	i	13	2.2	56	4%
CC(=O)NCCn1c(SCc2cccc([N+](=O)[O-])c2)nc2ccccc2c1=O	33%	-10	749	-2%	0.9%	2%	4%	i	60	-1.1	44	3%
Cc1ccc2cc3c(N)c(C(=O)N4CCOCC4)sc3nc2c1	24%	x	x	-7%	-0.2%	4%	8%	i	44	-0.5	80	8%
CCn1c(O)c(C=NC2CCCC(C)C2C)sc1=S (centres undefined)	-13%	12	713	-4%	-0.2%	-5%	3%	i	28	3.1	42	10%
Cn1cccc1CNC1CCCC1	-2%	-1	835	-2%	0.0%	8%	16%	i	58	0.1	51	7%
N=C1/C(=C/c2ccco2)C(=O)N=C2SC(CC(=O)N3CCCC3)=NN12	10%	3	762	2%	0.2%	-9%	u	i	31	-0.6	54	22%
CN(C)C(=S)Nc1ccc(Br)c(Cl)c1	4%	-2	759	-2%	-0.1%	2%	28%	i	39	-1.0	44	-17%
N=c1ccn(Cc2ccc(F)cc2)cc1	-4%	12	716	-5%	0.5%	-2%	5%	i	25	-0.2	48	x
CC1CCN(C(=O)CCCN2C(=O)c3cccnc3Oc3ccc(Cl)cc32)CC1	-7%	-9	792	-5%	-0.2%	11%	17%	i	45	0.9	50	6%
O=C(COC(=O)CNC(=O)c1sc2ccccc2c1Cl)NC1CCS(=O)(=O)C1 (centres undefined)	x	x	x	x	x	x	13%	i	13	0.1	49	6%
CCC1CCC/C1=N\NC(=O)c1ccc(Cl)cc1 (centres undefined)	x	x	x	x	x	x	21%	i	35	0.0	73	-12%
O=C1C=C(N2CCOCC2)CO1	x	x	x	x	x	x	9%	i	39	-0.6	100	8%
Cc1ccc(C)c2sc(NC(=O)C3CC3)nc12	-8%	19	723	-5%	0.0%	11%	10%	i	48	0.3	77	0%
COc1cc(C(=O)Nc2nnc(CC(=O)NCc3ccccc3)s2)cc(OC)c1OC	-6%	-11	786	-5%	0.2%	74%	12%	i	18	-0.9	52	5%
O=S(=O)(c1cnccc1N1CCN(/N=C/c2ccc(Cl)cc2)CC1)N1CCCCC1	-8%	5	801	2%	-0.2%	-14%	3%	i	22	11	45	5%
O=C(CSc1nnc(-c2ccco2)o1)NC1CCCCCC1	2%	x	x	-2%	-0.3%	5%	17%	i	33	-1.6	41	9%
Cc1ccc(/C=C(\C#N)C(=O)Nc2c(C)cccc2C)s1	-4%	15	799	2%	-0.2%	-9%	19%	i	23	1.5	51	8%
NC(N)=Nc1nc2ccc([N+](=O)[O-])cc2[nH]1	-1%	15	741	0%	0.2%	7%	2%	i	50	1.3	73	8%
CN(C(=O)c1ccccc1C(=O)OCC(=O)Nc1ccc(S(N)(=O)=O)cc1)c1ccccc1	x	x	x	x	x	x	12%	i	32	-0.1	74	10%

Complete entries as entered above. Order of values: GPR35 arrestin U2OS	Hep lipid drop	Hep lipid drop cells 6.5 µM	LYP inhibition	GPR55 activation	GPR55 antagonists	SV40 large T antigen	T cell HTS	T cell HTS vesicle-bound %	NTR1 agonist	NTR1 agonist cell count 20 µM	MgcRacGAP inhibition
Shown for `CCOc1ccc(C(=O)Nc2ccc3c(c2)OCCO3)cc1[N+](=O)[O-]` → 3%	-2	723	-1%	-0.1%	6%	11%	i	28	0.4	87	x
Shown for `COc1ccc(-c2nc(SC)n(S(=O)(=O)c3ccccc3)n2)cc1` → 9%	x	x	-3%	0.0%	0%	7%	i	39	-0.2	56	5%
Shown for `COc1cc(C(=O)Nc2nnc(CC(=O)NCc3ccccc3)s2)cc(OC)c1OC` → -6%	-11	786	-5%	0.2%	74%	12%	i	18	-0.9	52	5%
Shown for `CCC1CCC/C1=N\NC(=O)c1ccc(Cl)cc1` (centres undefined) → x	x	x	x	x	x	21%	i	35	0.0	73	-12%
Shown for `O=C(CSc1nnc(-c2ccco2)o1)NC1CCCCCC1` → 2%	x	x	-2%	-0.3%	5%	17%	i	33	-1.6	41	9%
